# proCasp7 act = counter-screen for procaspase-3 activators: activators of human procaspase-7 | recombinant procaspase-7, Ac-DEVD-pNA absorbance 405 nm; D23A/D198A/D206A triple mutant, cannot self-cleave; scale: DMSO 0, 5 µM enzyme 100 | activation, % at 8.5 µM | hit rate 0.093% among 330,000 | AID 463210;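 active = percent activation above the screen-wide mean plus 3 SD, cut at about 25% in these data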
# Target sequence (P55210 whole entry D23A/D198A/D206A): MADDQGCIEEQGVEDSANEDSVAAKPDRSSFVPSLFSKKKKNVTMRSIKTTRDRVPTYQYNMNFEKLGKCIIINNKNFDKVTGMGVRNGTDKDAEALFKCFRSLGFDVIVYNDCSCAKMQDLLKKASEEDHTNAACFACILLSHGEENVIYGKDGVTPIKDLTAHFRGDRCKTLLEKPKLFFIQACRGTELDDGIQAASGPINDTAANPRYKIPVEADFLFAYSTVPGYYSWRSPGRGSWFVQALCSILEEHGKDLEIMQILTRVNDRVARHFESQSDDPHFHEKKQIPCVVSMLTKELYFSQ
#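 Test system: Procaspase-7 triple mutant (PC-7 D3A). Also added: Ac-DEVD-pNA substrate, 400 µM as added. Schedule: 1 h enzyme–compound preincubation and 2 h substrate reaction, both 25 °C. Signal: p-Nitroaniline absorbance at 405 nm, read at 0 and 120 min. Control set: low DMSO alone, high DMSO plus 5 µM PC-7.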
# TPT1 inh = inhibitors of Candida albicans tRNA 2'-phosphotransferase TPT1 | hit rate 0.81% among 300,000 | inhibition, % at 5 µM | recombinant caTPT1, FP RNA substrate dephosphorylation;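 active = inhibition above the mean of all tested compounds plus 3 SD, set per screening campaign, cut at about 24% in these data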;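 also: plate controls were DMSO alone for no effect and ferristatin control at 100 nM for full effect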
# HCV core dimer = HCV core protein dimerization inhibition; TR-FRET GST/Flag-core106 dimerization, 1536-well; inhibition, % at 5 µM; hit rate 0.33% among 300,000; AID 1899;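 active = inhibition above the mean of all tested compounds plus 3 SD, set per screening campaign, cut at about 45% in these data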
#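 Assay system: Tagged HCV core106 pair (GST and Flag) | Buffer or medium: KF-containing HEPES buffer, pH 7.45, DTT, CHAPS, BSA | Also added: Eu donor and XL665 acceptor anti-tag antibodies | Dosing: One concentration, 5 µM, in 0.5% DMSO | Timing: 4 h at 22.5 °C | Technique: TR-FRET 671 and 617 nm emission | Repeats: Singlicate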
# JMJD2C inh = blocks human GASC-1 demethylase activity. Q9H3R0. GST-JMJD2C(1-420) H3K9me3 demethylation, DELFIA europium. inhibition, % at 2.35 µM. hit rate 0.069% among 330,000. AID 2099;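 active = more than half of a compound's replicate wells show inhibition beyond 50%, single wells judged on their own value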;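 also: signal counts dimethyl H3K9 product captured on neutravidin plate; 0% = median of DMSO wells and 100% = 0.3 times that DMSO median; strong numbers were not always called active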
# Target sequence (Q9H3R0 1-420 limits assumed): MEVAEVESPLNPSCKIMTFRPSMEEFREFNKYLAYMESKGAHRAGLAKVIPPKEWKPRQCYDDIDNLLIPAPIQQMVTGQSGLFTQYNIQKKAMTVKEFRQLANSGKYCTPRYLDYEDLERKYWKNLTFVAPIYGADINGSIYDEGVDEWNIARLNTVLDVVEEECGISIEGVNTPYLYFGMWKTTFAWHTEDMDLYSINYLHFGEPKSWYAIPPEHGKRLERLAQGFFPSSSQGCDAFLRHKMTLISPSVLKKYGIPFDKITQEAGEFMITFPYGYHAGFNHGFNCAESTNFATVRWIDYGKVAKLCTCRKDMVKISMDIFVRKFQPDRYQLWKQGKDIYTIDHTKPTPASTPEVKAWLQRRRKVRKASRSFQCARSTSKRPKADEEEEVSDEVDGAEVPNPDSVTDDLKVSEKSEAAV
# PP5 inh = blocks human protein phosphatase 5 activity | hit rate 0.18% among 320,000 | AID 1987 | purified PP5c, OMFP substrate fluorescence | inhibition, % at 6.7 µM | P53041;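 active = inhibition above the campaign's mean inhibition across all tested compounds plus 3 SD, cut at about 9.5% in these data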;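 also: 0% = DMSO only and 100% = 100 µM cantharidin control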
# procasp3 activ = activators of human procaspase-3 | activation, % at 8.5 µM | recombinant procaspase-3 D3A, Ac-DEVD-pNA absorbance 405 nm | P42574 | AID 463141 | hit rate 0.11% among 330,000;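 active = activation above the mean of all tested compounds plus 3 SD, cut at about 21% in these data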;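 also: 0% = DMSO alone and 100% = DMSO wells spiked with extra 5 µM PC-3 D3A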
#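 Test system: Procaspase-3 D3A mutant, all three cleavage aspartates alanine | Dosing: Single dose, 8.5 µM nominal compound, 0.8% DMSO | Schedule: 1 h preincubation, 2 h reaction | Technique: 405 nm absorbance of p-nitroaniline, reads at 0 and 120 min | Repeats: One well per compound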
# PP1 inh = PP1-alpha (human) inhibition in PP5 counter-screen; purified PP1alpha, OMFP fluorescence; hit rate 0.9% among 320,000; inhibition, % at 6.7 µM; P62136;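 active = inhibition above the mean inhibition of all tested compounds plus 3 SD, computed separately for each screening campaign, cut at about 15% in these data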
# Target sequence (P62136 whole entry, looked up): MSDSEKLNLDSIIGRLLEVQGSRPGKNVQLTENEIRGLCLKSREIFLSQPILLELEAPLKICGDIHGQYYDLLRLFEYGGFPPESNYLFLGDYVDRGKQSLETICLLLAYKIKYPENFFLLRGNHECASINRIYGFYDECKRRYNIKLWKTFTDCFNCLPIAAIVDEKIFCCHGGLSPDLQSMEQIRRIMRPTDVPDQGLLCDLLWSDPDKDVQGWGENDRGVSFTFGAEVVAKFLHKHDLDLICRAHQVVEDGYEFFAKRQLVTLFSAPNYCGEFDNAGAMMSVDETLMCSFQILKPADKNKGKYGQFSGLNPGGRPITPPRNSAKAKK
# Efflux pump mplx = inhibitors of Candida antifungal efflux pumps expressed in yeast; hit rate 0.44% among 330,000; inhibition, % at 10 µM; AID 485275; S. cerevisiae Candida pump triplex, Nile Red efflux;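 active = plate passing quality check with inhibition over a set limit, or well fluorescence over plate mean plus 4 SD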;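 also: Nile Red retained in pooled yeast measured as flow cytometry median fluorescence; 0% = buffer negative control and 100% = Enniatin B positive control; higher means more Nile Red kept so more efflux inhibition; some compounds called inactive have numbers as strong as hits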
# Fh CTSL1 inh = cathepsin L1 inhibition, PFM18AAP counter-screen. recombinant F. hepatica cathepsin L1, Z-Leu-Arg-MCA fluorescence. inhibition, % at 5.96 µM. hit rate 0.49% among 300,000. AID 1906;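 active = inhibition above the mean of all tested compounds plus 3 SD, set per screening campaign, cut at about 17% in these data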;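 also: 0% = plate median of test compound wells and 100% = 1 µM Z-Phe-Ala-diazomethylketone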
# * marks the source's active call; other numbers are inactive results; . = no result given. Compounds were not picked by outcome. Share with any hit: about 2.9%.
structure	proCasp7 act	TPT1 inh	HCV core dimer	JMJD2C inh	PP5 inh	procasp3 activ	PP1 inh	Efflux pump mplx	Fh CTSL1 inh
O=C(COC(=O)c1ccco1)NC(c1ccccc1)c1ccccc1	5	-5	-1	4	-4.4	-6	0	0.0	-12
Cc1ccc(NS(=O)(=O)c2cccc(C(=O)NCCc3c[nH]c4ccccc34)c2)c(C)c1	-12	-2	13	-5	4.2	-6	0	0.0	3
CCOC(=O)N1CCN(C(=O)c2ccccc2CCc2ccccc2)CC1	-1	0	2	7	1.3	-1	0	0.0	-2
CCN(CC)CCNc1nc(SC)nc2sc3c(c12)CCN(C)C3	6	-1	-5	-4	0.5	5	1	-0.2	-5
O=C(COCc1nc2ccccc2c(=O)[nH]1)NCC1CCCCC1	5	-2	1	-9	0.1	0	0	0.3	-8
CCNC(=O)c1ccc(NS(=O)(=O)c2ccccc2)cc1	-3	0	10	3	-0.8	14	7	0.0	-3
C=C(C)CSc1nnc(-c2ccc(OC)cc2)n1N	0	6	-3	5	3.0	9	-4	0.1	-2
O=C(CCS(=O)(=O)Cc1ccccc1)Nc1ncc([N+](=O)[O-])s1	12	-7	-14	6	0.8	-3	-1	0.2	4
CC(=O)Oc1ccc(C(=O)[C@H]2[C@H]3C(=O)N(c4cccc5ccccc45)C(=O)[C@H]3[C@@H]3C=CC=NN32)cc1	-1	14	52*	4	1.0	-5	13	0.5	0
CCOc1ccc(NS(=O)(=O)c2cc(NC(=O)CCS(=O)(=O)c3ccc(C)cc3)ccc2OC)cc1	0	3	0	1	3.6	-2	-4	0.1	-6
Cc1cc(C)n2nc(CNS(=O)(=O)c3ccc(F)c(C)c3)nc2n1	3	-1	4	-4	0.2	2	0	-0.1	-7
CCN(CC)S(=O)(=O)c1cc(NC(=O)Cn2cnc3ccccc3c2=O)ccc1C	12	0	0	1	1.8	7	-2	-0.1	1
S=C(NC1CCCCC1)N(CCc1ccccc1)CCc1ccccc1	2	-3	6	6	4.4	-3	3	0.1	0
O=C(c1ccco1)c1n[nH]nc1-c1ccccc1	9	-1	-2	1	2.1	-9	-1	0.1	2
CN1CCN(C(=O)C2(NC(=O)Nc3ccccc3Cl)CCCCC2)CC1	0	5	-3	21	1.8	1	-3	0.0	0
Cc1cc(OCC(=O)NNC(=O)CCc2ccccc2)ccc1Br	9	-3	-19	-1	0.2	4	6	-0.1	-6
CN1CCC(=O)N([C@H](CO)Cc2ccccc2)CC1	-4	-3	7	-2	0.1	1	-3	-0.1	-4
COc1ccc(CCNC(=O)c2cc3cccc(OC)c3oc2=O)cc1OC	-6	0	-4	60	3.2	9	-3	0.0	2
Cc1ccc(C)c(N2CCN(S(=O)(=O)c3ccc4c(c3)OCCO4)CC2)c1	8	-1	12	5	3.3	-2	-3	0.2	-2
CCOC(=O)COc1nc(-c2ccc(C)cc2)cc(-c2ccco2)c1C#N	-2	0	1	-3	0.5	3	-8	0.1	2
O=C(Cn1nnc(-c2ccccc2NC(=O)c2ccccc2)n1)Nc1ccc2c(c1)OCCO2	8	-2	2	-4	0.3	8	-3	-0.1	0
Cc1ccc(-c2csc(NC(=O)CCCc3cccs3)n2)cc1	-1	3	3	7	4.0	3	4	0.2	2
COc1ccc(-n2cnnc2SCC(=O)Nc2ccc(N3CCOCC3)cc2)cc1	-1	-5	-2	6	-1.2	5	-3	0.1	5
O=C(CCNC(=O)OCc1ccccc1)NC1CCCCCC1	9	-2	4	7	0.6	6	-4	0.0	-3
NNc1nnnc2c1sc1nc(N3CCOCC3)c3c(c12)CCCC3	3	-1	12	-12	-1.9	6	-2	0.0	-1
C/C(=N\NC(=O)c1cccnc1)c1ccc(OC2OCCOC2Oc2ccc(/C(C)=N/NC(=O)c3cccnc3)cc2)cc1 (stereo unspecified)	-8	-4	-5	6	1.2	1	-1	0.0	8
CCCCSc1oc(-c2ccco2)nc1S(=O)(=O)c1ccccc1	12	4	7	7	2.4	6	3	-0.1	4
COc1ccc(CN(C(=O)COc2ccccc2)c2ccccc2C(=O)O)cc1	1	-1	-3	6	1.0	4	-1	-0.1	-3
COc1cnc(N(C)C)nc1Sc1cccc(Cl)c1	11	-3	-5	18	1.6	1	3	-0.1	2
CCCn1c(C2CCCN2c2nc(-c3ccc(OC)cc3)cs2)nc2ccccc21 (stereo unspecified)	-9	0	13	22	0.0	-6	7	0.0	5
COC(=O)c1ccc(OC)c(OC)c1Cl	5	1	0	-8	-0.6	5	-2	-0.1	-3
Nc1nc(SCC(=O)c2cccc([N+](=O)[O-])c2)n[nH]1	-2	0	3	-7	-0.3	-3	-1	0.0	0
CCCCn1c(SCC(=O)N2CCOCC2)nc2ccccc2c1=O	-11	-3	3	-7	-0.8	8	-6	-0.3	-1
O=C(c1noc2c1CCCCC2)N1CCOCC1	-1	-1	2	3	2.7	4	-3	0.9	-6
Cn1cnnc1SCC(=O)NC1CC1	-3	.	.	0	.	4	.	0.0	.
C#CCNC(=O)C1=C[C@@H](c2csc3ccccc23)C[C@@H](OCc2ccc(CO)cc2)O1	3	3	6	-7	5.0	4	73*	0.1	0
Cc1ccnc2nc(C(=O)OCCOc3cccc(Br)c3)nn12	-1	2	2	23	-3.0	1	1	-0.1	2
CN1C(=O)C(O)(CC(=O)/C=C/c2ccco2)c2cc(Br)ccc21 (stereo unspecified)	-20	2	14	-11	-1.2	-3	-2	0.0	13
Cc1ccc2nc(Cl)c(C3CC(c4ccco4)=NN3C(=O)CCCC(=O)O)cc2c1 (stereo unspecified)	10	-2	5	3	-2.2	3	1	-0.1	-4
CC(C)NC(=O)COc1ccc(OCc2ccccc2)cc1	9	1	0	-10	-4.8	7	-1	-0.1	1
COc1ccccc1C(=O)Nn1cnc2ccccc2c1=O	5	1	3	-21	-0.6	-1	-2	0.1	1
O=c1cc(N2CCCCC2)c(-c2ccccc2)n[nH]1	1	-4	1	-19	2.1	9	-2	-0.1	0
CCC1(C(=O)OC)NC(c2ccco2)C2C(=O)N(c3ccc(C)cc3)C(=O)C21 (stereo unspecified)	-5	4	8	7	2.1	0	1	-0.2	0
CC(NC(=O)CN1C(=O)NC2(CCCCC2C)C1=O)c1ccccc1 (stereo unspecified)	8	.	.	-25	1.4	8	0	-0.1	.
O=C(c1cc(=O)[nH]c2ccccc12)N(Cc1nnc(-c2ccccc2Cl)o1)C1CC1	4	0	2	-1	-1.3	-12	-2	0.1	4
Cc1ccc(CNC(=O)c2c(C)cc(=O)oc2C)cc1	-3	-4	-3	68	1.4	1	-1	-0.4	1
CCC1(C)Cc2ccccc2-c2c1c(=O)n(-c1ccc(C)cc1)c1nnnn21 (stereo unspecified)	0	-2	-6	-51	-0.2	10	3	-0.2	-2
O=C(Oc1cccc(C(=S)N2CCOCC2)c1)c1ccc([N+](=O)[O-])cc1	0	0	-7	1	0.1	-6	-2	-0.2	1
COc1ccc2cc(-c3ccn[nH]3)ccc2c1	1	-4	11	5	0.6	4	-1	0.0	-1
CCOc1cccc(C2NC(=S)NC(C)=C2C(=O)Nc2ccccc2)c1 (stereo unspecified)	2	4	0	-5	1.6	-7	5	-0.1	-9
O=C(Nc1ccccc1)N(CCN1CCOCC1)Cc1cccc(Cl)c1	7	0	0	-3	2.3	-3	1	0.0	-1
COc1ccc(OC)c(C(=O)NC(CC(N)=O)c2ccc(NCCN3CCOCC3)c([N+](=O)[O-])c2)c1 (stereo unspecified)	-3	-3	12	0	1.4	6	-3	0.0	-1
CCOc1ccc2cc(S(=O)(=O)N3CCCCC3)ccc2c1	3	1	6	-1	0.3	6	-2	-0.1	5
CC1(C)CN(C(Cc2ccccc2)C(N)=O)C1=O (stereo unspecified)	-3	-2	-1	-3	0.2	-5	5	0.1	5
CC(C)C[C@H](N)C(=O)N1CCC(C(=O)N[C@H](C(=O)NCc2ccc(F)cc2)C(C)C)CC1	-4	-1	-6	-36	4.4	6	-4	0.4	-1
COc1ccc(-c2nc[nH]c2[N+](=O)[O-])cc1	3	2	0	-4	-1.2	5	0	0.7	5
Cc1cc2nc3c(nc2cc1C)C(O)=C3O	3	0	-36	0	1.8	-17	1	-0.2	-3
Nc1c(C(=O)Nc2ccccc2F)sc2nc(-c3cccnc3)ccc12	-34	22	0	-15	2.2	-37	7	0.1	6
COc1ccc(-c2csc3ncnc(N4CCN(S(=O)(=O)c5cccs5)CC4)c23)cc1	10	2	10	4	1.3	-7	6	-0.1	-3
N#CCSc1nc2ccccc2c(=O)n1CC1CCCC1	4	2	3	1	-0.2	5	2	-0.1	2

# Other structures.
structure	proCasp7 act	TPT1 inh	HCV core dimer	JMJD2C inh	PP5 inh	procasp3 activ	PP1 inh	Efflux pump mplx	Fh CTSL1 inh
CCCc1cc(C(=O)Nc2nccs2)cs1	7	0	0	-2	1.9	13	3	-0.2	0
CCOc1ccc(OCCCCN(C)C)cc1	1	2	-2	6	1.8	3	1	-0.1	-1
Cc1cccc(C)c1Nc1nnc(SCC(=O)Nc2ncc(C(F)(F)F)cc2Cl)s1	2	3	4	-20	1.7	-16	-1	-0.1	4
O=C(CNC(=O)c1ccccc1)NCc1ccc(Cl)cc1	6	1	4	-5	-1.2	-3	-2	0.2	9
CCOC(=O)N1CCN(C(=O)CN(c2ccc(OCC)cc2)S(C)(=O)=O)CC1	15	-2	-1	0	0.0	-1	-5	-0.2	-4
CCOC(=O)CN(C)S(=O)(=O)c1ccc(-c2cc(C(=O)OC)sc2C(F)(F)F)cc1	8	-1	2	-8	2.0	-6	1	0.0	9
CCCCn1nnnc1SCC(=O)Nc1ccc2c(c1)OCCO2	9	-6	0	-2	-0.8	3	-4	0.1	-1
CC(C(=O)O)n1c2ccccc2c2cn[nH]c(=O)c21 (stereo unspecified)	5	-2	-9	2	1.4	-2	-3	0.1	0
O=C(COC(=O)c1nc(Cl)ccc1Cl)NCc1ccccc1	1	-5	-3	0	3.1	-11	-1	-0.1	-6
Cc1ccc(N(C)C(=O)CCNC(=O)Cn2cnc3ccccc3c2=O)cc1C	8	0	2	5	1.2	3	-2	0.0	0
O=C(NC1=NCCS1)c1csc2ccccc12	-6	2	0	6	1.8	-2	-3	0.0	9
O=C(COC(=O)c1cccnc1Cl)c1ccc(Cl)s1	4	.	.	4	.	5	.	0.7	.

# Bioassay records from PubChem.
